# IDE inh = human IDE inhibitors in live cells, primary screen, fluorescence polarization, HEK cells, FAbetaB substrate; Insulin-degrading enzyme (Homo sapiens), P14735; FAbetaB cleavage; inhibition, % at 5.59 µM; 320,000 compounds, 0.41% hits; AID 434962, 2010;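 active means percent inhibition above the average of all tested compounds plus 3 SD, set per screening campaign, cut at about 16% in these data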;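 further: IDE supplied by intact live HEK cells; FP after avidin binding of uncleaved biotin substrate so inhibition keeps polarization high; 0% = DMSO wells and 100% = 60 µM reference IDE inhibitor Ii1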
# HCV NS3 hel inh = inhibitors of HCV NS3 helicase, primary screen, biochemical, Cy5 molecular beacon fluorescence; Hepatitis C virus NS3 helicase; NS3 helicase DNA unwinding; inhibition, % at 10.9 µM; 290,000 compounds, 0.56% hits; AID 1800, 2009;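 active means inhibition above the mean of all tested compounds plus 3 SD, set per campaign, cut at about 35% in these data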;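 further: 0% = DMSO wells and 100% = thioflavine S control wells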
#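 Assay system: hepatitis C virus NS3 helicase domain fragment enzyme. Also added: annealed dual-labelled DNA beacon duplex, ATP-started. Timing: 1 h reaction at 25 °C, ATP-initiated. Technique: Cy5 fluorescence at 0 and 60 min, beacon hairpin quenching. Evaluation: % inhibition of unwinding. Replication: one well per compound.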
# IDE cell activ = human IDE activators in live cells, primary screen, fluorescence polarization, HEK cells, FAbeta-B substrate. Insulin-degrading enzyme (Homo sapiens), P14735. FAbeta-B cleavage; 0% vehicle, 100% cell-free pure enzyme wells. activation, % at 5.96 µM. 340,000 compounds, 0.073% hits;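 active means activation above the mean of all tested compounds plus 3 SD, set per screening campaign, cut at about 17% in these data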
# GalR3 antagonist = GalR3 antagonists in HEK293 cells, primary screen, cell-based, fluorescence readout; Galanin receptor type 3 (Homo sapiens), O60755; HEK293 GalR3-CNG cAMP membrane potential fluorescence; galR3 body fused to GalR1 C-terminus; inhibition, % at 3 µM; 360,000 compounds, 0.44% hits; AID 651719, 2012;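 active means inhibition above the screen-wide average plus 3 SD, cut at about 13% in these data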;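 further: forskolin and galanin both at EC90 stimulate the cells; cAMP rise reported by CNG channel membrane potential dye signal; 0% = forskolin plus galanin with DMSO and 100% = forskolin alone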
# SUMO HTRF inh = inhibitors of in vitro SUMOylation cascade, primary screen, biochemical, HTRF, uHTS; SUMO-conjugating enzyme UBC9 (Homo sapiens), P63279; HTRF SUMOylation assay, SAE1/SAE2 + UBC9; inhibition, % at 35 µM; 290,000 compounds, 0.36% hits; in the data active means inhibition above about 50%, passing the limit was not always enough; further: strong numbers were not always called active
# VIM-2 inhibitor = VIM-2 metallo-beta-lactamase inhibitors, primary screen, biochemical, epi-absorbance readout, Pseudomonas aeruginosa enzyme | AID 1527, 2009 | purified VIM-2, nitrocefin hydrolysis, epi-absorbance fluorescence | inhibition, % at 5.6 µM | 290,000 compounds, 0.89% hits;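 active means inhibition above the mean of all tested compounds plus 3 SD, cutoff set per screening run, cut at about 7.5% in these data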;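 further: red hydrolysis product quenches plate fluorescence so inhibitors raise well fluorescence; 0% = enzyme with DMSO and 100% = DMSO without enzyme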
# IMP-1 inhibitor = IMP-1 metallo-beta-lactamase inhibitors, primary screen, biochemical, epi-absorbance readout, Pseudomonas aeruginosa enzyme. 290,000 compounds, 0.45% hits. inhibition, % at 5.6 µM. purified IMP-1, nitrocefin hydrolysis, epi-absorbance fluorescence. AID 1556, 2009;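 active means inhibition above the mean plus 3 SD of all compounds in the same screening run, cut at about 4.5% in these data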;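 further: 0% = IMP-1 with DMSO and 100% = DMSO wells lacking enzyme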
#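 Assay system: purified IMP-1; Quantity: IMP-1 0.2 nM before substrate addition; Medium: HEPES buffer pH 7.1 with ZnSO4 and Brij 35; Incubation: 15 min enzyme–compound preincubation, then 25 min nitrocefin reaction, 25 °C; Signal: fluorescence quenching readout, ex 480/em 530 nm; Controls: DMSO with and without IMP-1; Repeats: singlicate testing.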
# p-CIP stab down = p/CIP-EGFP fusion destabilizers, primary screen, fluorescence, F442A cells; Q05BA5; 16 h; decrease of EGFP signal, % at 10 µM; 290,000 compounds, 0.01% hits;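 active means EGFP signal decrease of at least 30% at 10 µM or well 3 SD below plate mean, unless failing retest; inactive means the rest, including hits failing retest or dose response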; further: some compounds called inactive have numbers as strong as hits; many of its hits are not listed in these tables
# Target sequence (Q05BA5 1-1403): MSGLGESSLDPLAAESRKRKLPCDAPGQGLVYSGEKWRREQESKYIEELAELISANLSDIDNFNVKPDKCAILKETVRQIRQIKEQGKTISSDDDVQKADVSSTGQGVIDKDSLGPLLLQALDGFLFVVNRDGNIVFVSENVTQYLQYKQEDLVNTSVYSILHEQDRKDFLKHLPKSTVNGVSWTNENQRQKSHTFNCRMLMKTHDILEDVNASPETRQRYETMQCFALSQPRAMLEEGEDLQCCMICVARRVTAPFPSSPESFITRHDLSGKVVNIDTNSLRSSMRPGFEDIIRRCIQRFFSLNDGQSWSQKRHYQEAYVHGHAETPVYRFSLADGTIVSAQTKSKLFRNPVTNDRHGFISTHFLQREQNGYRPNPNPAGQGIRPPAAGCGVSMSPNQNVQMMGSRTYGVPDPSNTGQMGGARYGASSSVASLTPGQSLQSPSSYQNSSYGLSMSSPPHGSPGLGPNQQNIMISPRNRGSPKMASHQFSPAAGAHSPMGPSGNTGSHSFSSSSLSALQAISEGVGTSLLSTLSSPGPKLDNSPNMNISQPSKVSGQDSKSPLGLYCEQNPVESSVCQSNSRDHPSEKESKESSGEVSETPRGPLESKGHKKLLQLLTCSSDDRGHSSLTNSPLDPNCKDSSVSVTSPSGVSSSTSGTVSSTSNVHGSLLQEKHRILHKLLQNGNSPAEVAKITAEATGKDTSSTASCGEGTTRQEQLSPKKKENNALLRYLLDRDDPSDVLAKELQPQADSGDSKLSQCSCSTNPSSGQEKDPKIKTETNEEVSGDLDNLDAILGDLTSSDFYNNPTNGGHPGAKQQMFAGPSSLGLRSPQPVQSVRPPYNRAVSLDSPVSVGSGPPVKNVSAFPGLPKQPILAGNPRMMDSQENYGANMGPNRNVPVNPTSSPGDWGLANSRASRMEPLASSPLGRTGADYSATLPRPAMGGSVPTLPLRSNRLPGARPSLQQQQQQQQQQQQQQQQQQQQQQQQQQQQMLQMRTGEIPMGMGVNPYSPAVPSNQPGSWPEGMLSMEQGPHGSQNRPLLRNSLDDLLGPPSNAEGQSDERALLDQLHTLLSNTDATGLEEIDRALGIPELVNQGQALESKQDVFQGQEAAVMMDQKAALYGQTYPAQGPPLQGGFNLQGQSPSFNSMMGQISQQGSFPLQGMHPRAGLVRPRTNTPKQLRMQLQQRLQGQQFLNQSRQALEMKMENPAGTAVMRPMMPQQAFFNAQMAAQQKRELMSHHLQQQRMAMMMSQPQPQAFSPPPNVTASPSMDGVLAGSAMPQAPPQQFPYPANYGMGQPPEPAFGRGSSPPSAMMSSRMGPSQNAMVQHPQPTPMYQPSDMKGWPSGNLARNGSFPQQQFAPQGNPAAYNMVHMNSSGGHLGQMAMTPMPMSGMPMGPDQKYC
# CRFR2-BP antag = antagonists of CRF-BP/CRF-R2 complex, primary screen, cell-based, HEK293, calcium dye fluorescence, uHTS; CRF-induced calcium fluorescence; inhibition, % at 11.8 µM; 350,000 compounds, 0.59% hits;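 active means inhibition of the ligand-induced calcium signal above about 50% at the single tested concentration, limit read from the data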
# An asterisk follows results filed as active; . = no result given; & = joins results of further samples. Outcome played no part in choosing rows. Share with any hit: about 3.2%.
molecule	GalR3 antagonist	IDE inh	SUMO HTRF inh	HCV NS3 hel inh	p-CIP stab down	IMP-1 inhibitor	CRFR2-BP antag	VIM-2 inhibitor	IDE cell activ
COC(=O)c1ccccc1NC(=O)c1noc2c1CC(C(C)(C)C)CC2 (stereo unspecified)	3	4	-16	-3	-6	2.4	-10	-0.5	-5
c1nc(NCCN2CCOCC2)c2c3c(sc2n1)CCCCC3	-1	.	24	-9	7	1.6	-24	-0.1	4
O=C(CN1C(=O)NC2(CCCCC2)C1=O)N1CCOCC1	-6	4	.	.	.	.	26	.	5
CCOC(=O)c1c(C)n(O)c2ccc(Cl)cc2c1=O	-6	1	20	-2	-8	-1.7	11	-0.2	2
COc1cccc(C2CC(=O)Nc3cc4c(cc32)CCC4)c1 (stereo unspecified)	-6	2	0	-4	-12	-1.9	-13	-3.1	5
C=CCN1C(=O)CC(C(=O)NC)SC1=Nc1ccc(C(=O)OCC)cc1 (stereo unspecified)	-2	7	4	-6	-8	-3.8	0	-2.1	9
COc1ccc(S(=O)(=O)N(C)Cc2cccs2)cc1Br	-1	0	17	7	-8	1.5	2	-2.2	7
COc1ccc(Br)cc1S(=O)(=O)n1nc(C)cc1C	-3	-3	13	6	-10	-2.1	15	-1.6	4
O=C1CCCc2c1cc(C(=O)NCc1ccco1)c(=O)n2-c1ccccc1	-5	-6	9	-11	-7	0.0	-17	0.6	0
Cc1ccc(S(=O)(=O)Oc2ccccc2/C=N/NC(=O)c2nn(C)cc2[N+](=O)[O-])cc1	1	7	10	-1	-21	1.1	17	-3.1	-3
COc1ccc(CC(=O)Nc2nc(-c3ccc(F)c(F)c3)cs2)cc1	-9	-1	-26	-15	2	-1.6	22	-1.3	-3
Cc1cnc(NC(=O)c2ccncc2)s1	3	3	1	0	1	-0.2	-2	-0.3	6
c1ccc2c(c1)oc1c(Nc3ccc4c(c3)OCO4)ncnc12	-4	-1	19	14	8	-1.2	24	-3.1	3
C=CCn1c(SCC(N)=O)nnc1-c1cccc(Br)c1	-1	5	-14	4	-8	-2.5	6	0.1	4
CN(C)Cc1nc2ccccc2c(=O)n1CC(=O)Nc1cccc(S(=O)(=O)N2CCOCC2)c1	-3	6	26	5	-17	-5.9	13	-3.0	-3
Cc1nn2c(CN(C(=O)COc3ccccc3)c3ccccc3)nnc2c2ccccc12	-7	1	10	-9	0	-3.0	4	-2.3	2
CC1=C(C#N)C(=O)N(C2CCS(=O)(=O)C2)C(=O)/C1=C\c1ccc(C)o1 (stereo unspecified)	.	8	61*	21	-13	-0.3	.	-2.3	.
C/C(CC(=O)Nc1ccc(Cl)cc1C(F)(F)F)=N\NC(N)=S	2	8	8	2	0	-3.4	15	-3.3	.
O=C(NCc1cccnc1)C1CCN(c2ccc(S(=O)(=O)N3CCOCC3)cc2Cl)CC1	-6	1	5	-2	-10	0.7	0	0.6	-3
CN(C)S(=O)(=O)c1cc(C(=O)Nc2ccn(C)n2)c(Cl)cc1Cl	-4	0	.	.	.	.	-1	.	2
COc1ccc(N2C(=O)C3CCCN3C2c2cccc(C)c2)cc1Cl (stereo unspecified)	3	5	-5	-1	-8	-3.2	-2	-4.5	-1
O=C(COc1ccccc1Cl)Nc1ccccc1C(=O)Nc1cccc(C(=O)O)c1	-3	-1	10	-1	2	-2.1	2	-5.1	3
O=C(CSc1nnnn1-c1ccccc1)N1CCc2ccccc2C1	-1	-1	9	-9	-3	-6.7	17	-3.5	0
C=CCn1c(SCc2ccccc2C#N)nnc1-c1cc(Br)ccc1O	-6	1	1	2	-3	-2.9	0	-2.5	5
O=C(Nc1ccccc1Sc1ccccc1)c1ccccc1	-5	3	-6	-2	-10	-1.9	-12	-1.5	4
COc1ccc(S(=O)(=O)N(CC(=O)NCc2cccnc2)Cc2ccccc2)cc1	-7	-2	13	4	0	-0.3	6	0.0	1
COc1ccc(OC)c(-n2nnnc2SCC(=O)Nc2ccccc2N2CCOCC2)c1	-4	-2	-19	-12	0	0.2	-3	1.4	3
COc1cc(CO)cc(Br)c1OCC(=O)Nc1cccc2ccccc12	9	6	-2	2	-6	-3.6	-1	-3.2	1
Nc1cccc(CP(=O)(c2ccccc2)c2ccccc2)c1	-5	-3	.	.	.	.	11	.	2
CCCn1c(N2CCN(CC(=O)c3c(C)n(C)c4ccccc34)CC2)nc2c1c(=O)[nH]c(=O)n2C	-3	4	-8	3	-2	-1.1	10	2.0	2

# Continued (six carried over from the part before).
molecule	GalR3 antagonist	IDE inh	SUMO HTRF inh	HCV NS3 hel inh	p-CIP stab down	IMP-1 inhibitor	CRFR2-BP antag	VIM-2 inhibitor	IDE cell activ
O=C(Nc1ccccc1Sc1ccccc1)c1ccccc1	-5	3	-6	-2	-10	-1.9	-12	-1.5	4
COc1ccc(S(=O)(=O)N(CC(=O)NCc2cccnc2)Cc2ccccc2)cc1	-7	-2	13	4	0	-0.3	6	0.0	1
COc1ccc(OC)c(-n2nnnc2SCC(=O)Nc2ccccc2N2CCOCC2)c1	-4	-2	-19	-12	0	0.2	-3	1.4	3
COc1cc(CO)cc(Br)c1OCC(=O)Nc1cccc2ccccc12	9	6	-2	2	-6	-3.6	-1	-3.2	1
Nc1cccc(CP(=O)(c2ccccc2)c2ccccc2)c1	-5	-3	.	.	.	.	11	.	2
CCCn1c(N2CCN(CC(=O)c3c(C)n(C)c4ccccc34)CC2)nc2c1c(=O)[nH]c(=O)n2C	-3	4	-8	3	-2	-1.1	10	2.0	2
CC(C)CC(O)(CC(C)C)C(=O)NNc1ccccc1	0	-1	-2	4	-14	-4.0	6	-2.4	6
CS(=O)(=O)Oc1ccc(/C=N/NC(=O)c2ccncc2)cc1	-4	3	14	-1	-5	-2.1	-10	-1.9	3
CC(=NCc1ccncc1)C1=C(O)c2ccccc2C1=O	.	.	19	-11	-13	-1.4	.	-0.6	.
COc1ccccc1N1CCN(C2CCN(C(=O)c3cccs3)CC2)CC1	-5	2	11	5	-2	0.7	-8	0.0	2
COc1cccc(NC(=O)CSc2nc3ccccc3cc2Cc2ccccc2)c1	-11	2	-19	7	2	-1.3	-5	-6.0	-3
O=C(Nc1nnc(C2=COCCO2)o1)c1cccc([N+](=O)[O-])c1	-2	-3	6	8	-4	-0.9	-8	-2.8	3
Cc1c(C(=O)OCC(=O)NCCc2ccc(S(N)(=O)=O)cc2)oc2ccccc12	0	-4	.	.	.	.	14	.	4
CCn1c(SCC(=O)Nc2ccc(C(C)=O)cc2)nc2ccccc21	-5	2	-3	-9	7	-3.5	18	-3.3	2
Cc1ccc(S(=O)(=O)N(CC(=O)N2CCC(C(N)=O)CC2)Cc2ccc(F)cc2)cc1	9	-4	9	2	6	-2.1	-30	-1.4	-6
CN(C)c1cc[n+](CC(=O)Nc2ccc(Oc3ccccc3)cc2)cc1	-6	2	9	-49	-3	-2.4	-12	-1.7	2
Cn1cnnc1SCC(=O)Nc1ccccc1C(=O)NC1CCCC1	-6	5	6	-3	-4	-0.3	7	-1.6	-4
COc1ccc(NC(=O)c2ccc(CNc3c(NC4CCCCC4)c(=O)c3=O)cc2)cc1OC	-7&2	2	13	4	-18	-2.5	0&1	-3.9	-2&1
CN(C)S(=O)(=O)c1cccc(NC(=O)c2cc(-c3cccs3)nn2-c2ccccc2)c1	-2	-1	-20	-6	-21	-3.4	-3	-3.3	-1
N#Cc1ccc(N/N=C/c2ccccc2)c([N+](=O)[O-])c1	-5	5	13	13	-6	-1.7	1	-2.0	-1
CC(C)CC1=NC(C(F)(F)F)(C(F)(F)F)c2c(n(CC(C)C)c(=O)[nH]c2=O)N1	-2	0	12	2	-9	-2.6	10	-1.2	3
CCOc1ccc(-c2noc(COC)n2)cc1OC	-2	0	-7	9	-6	-4.2	4	-3.0	1
CC(c1ccccc1C(O)(c1ccccc1)c1ccccc1)N(C)C (stereo unspecified)	-9	2	-11	-46	7	-0.9	-63	-3.1	0
CN(C)C1=NCC(CSC(=N)N)S1 (stereo unspecified)	-4	1	3	-3	-10	-3.6	-7	-3.8	5
O=C(COc1ccccc1Cl)NCCCNC(=O)c1cccnc1	-4	2	7	7	0	-2.2	7	-4.6	5
c1ccc(-c2nc(CSc3n[nH]c(-c4cccs4)n3)cs2)cc1	-6	-1	-15	-12	2	-1.6	-16	0.6	-1
O=C(Nc1ccccn1)NC1CCCCC1	-3	6	-3	10	-7	4.7*	-1	1.2	5
O=C1CC(c2cc(Br)ccc2F)c2cc3c(cc2N1)CCC3 (stereo unspecified)	.	-4	33	4	-11	-1.7	-27	0.0	4
Cc1onc(-c2c(F)cccc2Cl)c1C(=O)Nc1sc2c(c1C#N)CCC(C(C)(C)C)C2 (stereo unspecified)	-3	-3	7	-2	-11	-2.1	-12	-0.7	6
CCOC(=O)C1(C)NC(c2ccc(N(C)C)cc2)C2C(=O)N(c3ccc(OC)cc3)C(=O)C21 (stereo unspecified)	1	0	2	1	-4	-3.9	13	-1.9	1
O=C(CNC(=O)c1ccccc1F)NCCCN1CCCC1=O	-4	5	.	.	.	.	7	.	4
CCOc1cc(/C=N/NC(=O)c2ccccc2OCc2ccc(F)cc2)ccc1O	-10	2	.	.	.	.	56*	.	7
N#C/C(=N\Nc1ccc([N+](=O)[O-])cc1)C(=N)N1CCOCC1	3	9	21	-1	-13	-1.2	-2	0.4	1

# Structures shown so far that contain a tert-butyl group:
molecule	GalR3 antagonist	IDE inh	SUMO HTRF inh	HCV NS3 hel inh	p-CIP stab down	IMP-1 inhibitor	CRFR2-BP antag	VIM-2 inhibitor	IDE cell activ
COC(=O)c1ccccc1NC(=O)c1noc2c1CC(C(C)(C)C)CC2 (stereo unspecified)	3	4	-16	-3	-6	2.4	-10	-0.5	-5
Cc1onc(-c2c(F)cccc2Cl)c1C(=O)Nc1sc2c(c1C#N)CCC(C(C)(C)C)C2 (stereo unspecified)	-3	-3	7	-2	-11	-2.1	-12	-0.7	6

# Bioassay records as filed in PubChem.
